SIAE inh = human SIAE inhibitors, primary screen, biochemical, fluorescence polarization, FP-Rh probe, 1536-well HTS | AID 1053197, 2014 | SIAE FP-Rh probe binding | 370,000 compounds, 0.69% hits | inhibition, % at 9.66 µM | Sialate O-acetylesterase (Homo sapiens), Q9HAT2;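 active = inhibition above a cutoff: mean of compounds within the control limits plus 3 SD of those, cut at about 17% in these data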;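 also: 0% = plate median of compound wells and 100% = probe without SIAE protein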
Target sequence (Q9HAT2 whole entry, looked up): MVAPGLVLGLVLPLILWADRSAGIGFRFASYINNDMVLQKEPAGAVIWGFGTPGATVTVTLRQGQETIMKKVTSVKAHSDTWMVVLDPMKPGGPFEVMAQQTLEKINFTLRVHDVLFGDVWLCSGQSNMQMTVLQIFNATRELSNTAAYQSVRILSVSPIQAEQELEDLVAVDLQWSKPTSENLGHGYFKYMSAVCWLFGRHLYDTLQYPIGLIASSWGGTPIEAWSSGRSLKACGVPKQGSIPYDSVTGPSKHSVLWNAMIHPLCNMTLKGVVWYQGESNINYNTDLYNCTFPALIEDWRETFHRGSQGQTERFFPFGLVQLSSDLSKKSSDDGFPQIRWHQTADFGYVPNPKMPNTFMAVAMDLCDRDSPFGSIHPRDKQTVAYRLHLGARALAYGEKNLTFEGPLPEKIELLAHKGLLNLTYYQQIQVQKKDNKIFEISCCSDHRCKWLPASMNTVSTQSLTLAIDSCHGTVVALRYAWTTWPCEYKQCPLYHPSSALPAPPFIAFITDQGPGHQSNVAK
PRMT1 FP inh = PRMT1 methyltransferase inhibitors, primary screen, biochemical, fluorescence polarization | recombinant PRMT1, activity-based probe fluorescence polarization | AID 652257, 2013 | 370,000 compounds, 1.3% hits | Protein arginine N-methyltransferase 1 (Homo sapiens), Q99873 | inhibition, % at 2.79 µM;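 active = inhibition above about 21% made by adding two undisclosed values, limit read from the data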
PG9 binder = binders of HIV-1 gp120 antibody PG9, primary screen, biochemical, TR-FRET. HIV-1 gp120 / PG9 antibody interaction. TR-FRET gp120-PG9 antibody binding. inhibition, % at 6.7 µM. 360,000 compounds, 0.43% hits; in the data active = inhibition above about 8.5%
TDP2 absorb = human TDP2 enzyme inhibitors, primary screen, biochemical, epi absorbance, recombinant enzyme | T5PNP hydrolysis, p-nitrophenol absorbance 415 nm | inhibition, % at 12.8 µM | 370,000 compounds, 0.34% hits | AID 720702, 2013;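 active = inhibition above the mean of all tested compounds plus 3 SD, set per campaign, cut at about 25% in these data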;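 also: 0% = DMSO with enzyme and 100% = buffer with substrate but no TDP2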
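Evaluation: % inhibition relative to enzyme-containing and enzyme-free wells. Material: recombinant human TDP2. Benchmarks: enzyme-free and DMSO wells. Timing: enzyme reaction with compound for 2 h at 37 °C. Compound dosing: 12.8 µM only. Measured by: p-Nitrophenol epi absorbance. Reagent: T5PNP substrate at 5 mM, a TopII-DNA adduct mimic. Replication: single well per compound.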
TCR CD3 inh = inhibitors of human TCR-CD3 interaction, primary screen, biochemical, fluorescence, TAMRA-labeled TCR probe. inhibition, % at 9.4 µM. 360,000 compounds, 0.37% hits. AID 651800, 2012; in the data active = inhibition above about 19%;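 also: recombinant mutant TCR 2C K166C tagged with TAMRA read by polarization; 0% = receptor in buffer alone and 100% = receptor with positive control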
DDE Tn7 FP inh = inhibitors of Tn7 peptide binding to fibrin DD(E), primary screen, biochemical, fluorescence polarization, human fibrin, Tn7 probe; Fibrinogen beta chain (Homo sapiens), P02675; FP displacement of FITC-Tn7 peptide from fibrin DD(E); 0% = median of compound wells per plate; inhibition, % at 8.3 µM; 370,000 compounds, 0.13% hits;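 active = inhibition above the mean of compounds falling within the control limits plus 3 SD of them, cut at about 14% in these data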;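 also: 0% = plate median of compound wells and 100% = 10 µM Aha-Tn7 peptide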
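Also added: labelled Tn7 tracer, 0.1 µM; Assay system: human fibrin DD(E) protein; Amount: 2 µM fibrin DD(E); Schedule: 10 min compound pre-incubation, 3 h probe incubation at room temperature; Repeats: one replicate per compound; Read-out basis: percent inhibition; Measured by: fluorescence polarization of the labelled Tn7 tracer.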
ABHD4 inh = ABHD4 inhibitors, primary screen, biochemical, fluorescence polarization, mouse | purified mABHD4, FP-Rh probe fluorescence polarization | inhibition, % at 8.92 µM | 370,000 compounds, 0.54% hits | AID 720543, 2013;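 active = inhibition exceeding the mean over every tested compound plus 3 SD, cut at about 30% in these data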;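 also: 0% = plate median of compound wells and 100% = S159A mutant with DMSO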
Target sequence (Q8VD66 whole entry, looked up): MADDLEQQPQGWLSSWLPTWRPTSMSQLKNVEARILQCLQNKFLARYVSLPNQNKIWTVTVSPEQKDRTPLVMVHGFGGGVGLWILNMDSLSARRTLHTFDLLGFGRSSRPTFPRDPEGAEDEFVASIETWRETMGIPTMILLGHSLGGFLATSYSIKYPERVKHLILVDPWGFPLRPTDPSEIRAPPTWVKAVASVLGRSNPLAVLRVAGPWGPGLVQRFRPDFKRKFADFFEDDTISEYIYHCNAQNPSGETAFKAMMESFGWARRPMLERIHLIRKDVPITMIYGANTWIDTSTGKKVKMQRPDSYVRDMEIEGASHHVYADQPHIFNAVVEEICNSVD
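Assay system: Wild-type mouse ABHD4 protein | Medium: HEPES pH 7.0 buffer, 150 mM NaCl, 0.01% Pluronic F-127 | Incubation: Enzyme–compound pre-incubation 45 min, then probe 60 min, both 25 °C | Technique: Fluorescence polarization with parallel and perpendicular emission, 525/598 nm | Evaluation: % inhibition of FP-Rh probe binding versus controls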
HTRA1 inhibitor = HTRA1 serine protease inhibitors, primary screen, biochemical, fluorescence polarization, HTS; Q92743; recombinant HTRA1, FP-rhodamine activity-based probe; inhibition, % at 5.96 µM; 340,000 compounds, 0.5% hits; AID 504803, 2011; in the data active = inhibition above about 36%;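 also: 0% = enzyme with DMSO and 100% = wells lacking enzyme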
UHRF1 MBD2 ctr = UHRF1 methylated DNA binding inhibitors, primary screen, counter-screen for MBD2 inhibitor project, biochemical, TR-FRET, human UHRF1, single concentration. inhibition, % at 4.4 µM. 370,000 compounds, 0.75% hits. UHRF1 binding to methylated oligo; in the data active = inhibition above about 21%;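 also: UHRF1 SRA domain binding a hemimethylated CpG hairpin DNA probe; 0% = median of test compound wells and 100% = reference inhibitor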
LEDGF integ inh = blockers of LEDGF/p75-dependent integrase strand transfer – biochemical, TR-FRET, high throughput, primary screen; 370,000 compounds, 0.64% hits; AID 743269, 2014; TR-FRET IN-LEDGF/p75 DNA integration, Eu/Cy5; inhibition, % at 3.7 µM; HIV-1 integrase (with human LEDGF/p75);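 active = inhibition above the screen-wide mean plus 3 SD, cut at about 13% in these data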;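 also: signal is the Cy5 over europium emission ratio at 671 and 618 nm; 0% = plate median of compound wells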
* hit, by the source's call; . = no result given.

SMILES	SIAE inh	PRMT1 FP inh	PG9 binder	TDP2 absorb	TCR CD3 inh	DDE Tn7 FP inh	ABHD4 inh	HTRA1 inhibitor	UHRF1 MBD2 ctr	LEDGF integ inh
O=C(Nc1nnc(-c2cccs2)o1)c1cccc(F)c1	-1.9	-1.2	-1.1	3.9	-2.4	-5.4	-2.4	5.8	-1.5	4.4
CCC1=Nc2cc(C(=O)NCCN3CCOCC3)ccc2Sc2ccc(Br)cc21	-1.4	0.5	1.5	-10.7	6.5	4.4	3.9	-10.1	2.9	0.9
CN(Cc1ccccc1)C1(CNC(=O)CCC(F)(F)F)Cc2ccccc2C1	1.3	-3.0	0.0	-1.1	1.2	-2.6	-3.9	-9.8	-1.6	3.5
CN(c1ccccc1)S(=O)(=O)c1ccc(Cl)c(C(=O)OCC(=O)N2CCOCC2)c1	-1.8	-1.9	2.8	2.1	-2.2	-1.8	-3.8	-2.3	0.2	-1.6
CCOc1ccc(N2C(=O)c3cccnc3C2Nc2ccc(C)c(C)c2)cc1 (configuration not stated)	-3.4	-0.4	0.8	3.5	5.4	-4.2	8.7	5.6	3.1	1.5
COc1ccc(NC(=O)c2cccc(C(=O)Nc3ccc(OC)cc3)n2)cc1	-0.4	0.5	0.1	9.6	0.3	-4.9	-4.6	.	-1.1	-0.1
CCOc1ccc(S(=O)(=O)N(CC)CC)cc1N	-5.7	-3.2	-1.0	-8.8	-1.4	-2.8	-4.3	-1.4	1.7	8.8
Cc1ccc(C)c(SCC(=O)OCC(=O)N2CC(C)OC(C)C2)c1 (configuration not stated)	2.8	2.0	0.3	-6.9	4.7	-0.1	-8.9	1.4	-0.8	-0.3
Cc1cc(COc2ccccc2O)on1	11.6	-1.5	-1.6	5.1	2.1	-4.9	-0.8	-1.1	1.5	-1.5
COC(=O)c1nn(-c2ccc(OC)cc2)c(=O)cc1NN	5.7	0.2	-2.7	-3.3	4.7	1.7	6.5	-3.9	-4.8	3.4
O=C(NCc1ccncc1)c1cc(S(=O)(=O)N2CCOCC2)c(Cl)cc1Cl	8.4	1.8	1.2	-5.4	-9.2	-4.4	1.6	2.0	1.6	-3.5
COc1ccc(O)c(C(=O)c2cc(C#N)c(=O)n(CC3CCCO3)c2)c1 (configuration not stated)	2.8	-2.3	-0.6	3.4	5.0	2.3	2.1	0.8	-1.2	-1.3
N=c1c(C(=O)NCC2CCCO2)cc2c(=O)n3ccccc3nc2n1Cc1ccc(F)cc1 (configuration not stated)	-5.9	-0.3	-0.9	-0.5	7.2	0.3	0.8	-4.9	-3.8	3.1
Cc1noc(C)c1NC(=O)Nc1ccc2c(c1)C(=O)N([C@H](C)CO)C[C@H](C)[C@@H](CN(C)C(=O)NC1CCCCC1)O2	-1.4	-1.3	1.0	-1.0	-0.1	-3.4	2.9	3.2	-3.2	4.0
CCN(CC)c1ccc(C(=O)N/N=C(\C)c2ccc(OC)c(OC)c2)cc1	-2.0	2.9	-0.5	-17.3	-2.4	1.8	0.4	-3.6	3.6	0.5
N#CCCN1CCN(S(=O)(=O)c2ccc(S(=O)(=O)N3CCCC3)cc2)CC1	-1.4	-2.0	1.9	-5.4	-3.7	3.1	-5.5	1.4	0.5	3.9
COc1cc(N(C(C)=O)c2ccc(O)c(C(=O)O)c2)c2ncccc2c1	12.6	10.4	-2.4	-6.0	15.2	-11.8	31.3*	16.2	-3.1	15.9*
CCC(=O)N(Cc1cc2c(C)ccc(C)c2[nH]c1=O)C1CCCCC1	3.5	-1.9	0.1	-0.4	28.9*	9.3	5.2	-1.3	-0.4	2.0
CC1CCCN(CCCNC(=O)c2ccc(NC(=O)C3=CSCCO3)cc2)C1 (configuration not stated)	1.8	-1.2	-2.6	11.2	-3.0	4.7	-0.1	3.1	-1.5	0.3
O=C(/C=C/Nc1ccccc1)c1ccc(Cl)cc1Cl	3.2	-2.5	1.0	-10.1	-9.1	0.5	-10.2	-13.1	1.9	5.2
Cc1noc(NS(=O)(=O)c2ccc(NC(=O)CSc3nc4c(cc3C#N)CCCCC4)cc2)c1C	2.5	2.2	-0.1	1.3	1.6	-1.7	1.9	-7.7	2.7	0.0
Cc1[nH]c(=O)[nH]c(=O)c1S(=O)(=O)N(CC(C)C)CC(C)C	-4.5	-1.3	1.4	-1.9	5.3	8.4	-0.2	.	-0.1	-2.3
Cc1ccc(/C=N/Nc2cn[nH]c(=O)n2)o1	8.2	-2.8	-1.7	-10.2	-2.4	2.0	4.6	7.8	-1.3	-3.1
Cc1ccccc1C(=O)N1CCC(C(=O)N(C)CC(=O)Nc2cccc(F)c2)CC1	-3.1	0.8	-0.7	-9.3	-6.5	-1.2	5.2	5.1	4.2	-1.4
Cc1oc(-c2ccccc2)nc1CS(=O)CC(=O)NC1CCCCCC1 (configuration not stated)	-0.2	11.0	2.6	-13.5	-2.8	-2.5	5.6	3.0	2.3	-4.7
COc1ccc(N2CCN(C(=O)CCC(=O)N3CC(C)Oc4ccccc43)CC2)cc1 (configuration not stated)	6.0	-2.0	-0.7	9.3	-3.1	-3.4	0.7	1.3	1.0	0.6
COc1cc2c(c(OC)c1OC)C(c1ccccc1C)CC(=O)O2 (configuration not stated)	1.9	-1.4	1.2	6.8	-0.3	6.1	0.5	-0.8	-0.8	0.0
S=C(NCc1ccc(Cl)cc1)NC1CCN(Cc2ccccc2)CC1	-3.6	-4.5	-3.7	-29.9	-2.2	-7.4	-5.0	-10.8	1.0	4.8
O=C(C1CCC(N2C(=O)C3CC=CCC3C2=O)CC1)N1CCCCC1 (configuration not stated)	-0.8	0.3	-0.5	-8.7	-0.7	-5.6	-3.0	-4.8	0.6	4.6
Cc1ccc(CSCc2ccc(C(=O)O)o2)cc1	-2.2	8.7	1.9	3.1	-4.5	-6.8	2.4	-5.6	2.5	-6.1
CC1CCCN(c2c([N+](=O)[O-])c(=O)oc3ccccc23)C1 (configuration not stated)	0.0	2.5	-0.9	5.9	4.7	0.4	-0.5	1.9	-2.8	-0.1
Cc1cc(Sc2nc(NC(C)(C)C)nc(N3CCOCC3)n2)nc(Cl)n1	14.5	0.9	-3.3	-2.1	6.3	-0.5	0.2	1.6	-5.8	3.0
CCOC(=O)N1CCN(S(=O)(=O)c2ccc(Br)cc2)CC1	-1.4	-1.1	0.1	-11.8	0.6	5.3	-4.5	3.6	-1.0	3.3
O=C(/C(=C/O)N=Nc1ccccc1)c1cccs1	1.5	-1.2	-2.5	-5.8	8.7	5.6	-9.5	-16.6	-3.8	11.8
Cn1nnc(NC(=S)NC(=O)c2cccs2)n1	1.4	-1.1	-1.4	-5.2	6.1	-2.9	-4.7	7.4	-1.1	-0.7
c1ccc(-c2nnsc2-c2ccccc2)cc1	0.8	-3.6	2.0	-26.6	-5.0	2.2	-14.6	-8.6	2.2	4.0

A different layout for part of the listing above.
> Cc1ccc(/C=N/Nc2cn[nH]c(=O)n2)o1
- SIAE inh: 8.2
- PRMT1 FP inh: -2.8
- PG9 binder: -1.7
- TDP2 absorb: -10.2
- TCR CD3 inh: -2.4
- DDE Tn7 FP inh: 2.0
- ABHD4 inh: 4.6
- HTRA1 inhibitor: 7.8
- UHRF1 MBD2 ctr: -1.3
- LEDGF integ inh: -3.1

> Cc1ccccc1C(=O)N1CCC(C(=O)N(C)CC(=O)Nc2cccc(F)c2)CC1
- SIAE inh: -3.1
- PRMT1 FP inh: 0.8
- PG9 binder: -0.7
- TDP2 absorb: -9.3
- TCR CD3 inh: -6.5
- DDE Tn7 FP inh: -1.2
- ABHD4 inh: 5.2
- HTRA1 inhibitor: 5.1
- UHRF1 MBD2 ctr: 4.2
- LEDGF integ inh: -1.4

> Cc1oc(-c2ccccc2)nc1CS(=O)CC(=O)NC1CCCCCC1 (configuration not stated)
- SIAE inh: -0.2
- PRMT1 FP inh: 11.0
- PG9 binder: 2.6
- TDP2 absorb: -13.5
- TCR CD3 inh: -2.8
- DDE Tn7 FP inh: -2.5
- ABHD4 inh: 5.6
- HTRA1 inhibitor: 3.0
- UHRF1 MBD2 ctr: 2.3
- LEDGF integ inh: -4.7

Going on with the list:
SMILES	SIAE inh	PRMT1 FP inh	PG9 binder	TDP2 absorb	TCR CD3 inh	DDE Tn7 FP inh	ABHD4 inh	HTRA1 inhibitor	UHRF1 MBD2 ctr	LEDGF integ inh
CC(C)(CNC(=O)c1ccc(S(=O)(=O)N2CCCC2)cc1)N1CCOCC1	4.0	2.8	0.2	4.9	-3.6	-0.4	5.5	5.7	-1.2	-1.3
Cc1nn(C)c(C(=O)NNC(=S)NCc2ccccc2)c1Cl	1.2	1.6	-2.1	2.5	1.5	7.1	2.2	2.7	0.3	1.3
O=C(C1CCN(S(=O)(=O)c2ccccc2)CC1)N1CCC1	-2.8	1.1	-1.1	-0.1	-3.0	-1.8	3.2	9.0	-0.2	0.9
O=C(CSc1nc2cc3ccccc3cc2[nH]1)Nc1ccc(F)cc1	4.0	4.4	-3.8	-1.4	5.5	-4.2	-8.6	-20.4	6.4	4.0
CCOC(=O)CNC(=O)C(NC(=O)C1CCC(C)CC1)C(C)CC (configuration not stated)	3.6	1.7	3.4	-8.7	-5.8	0.7	2.7	8.7	4.3	-0.9
COc1ccc(NC(=O)c2cc(-c3ccccc3)oc2C)cc1	-1.4	2.2	-0.7	7.9	6.2	6.9	-5.6	-15.7	-1.2	-1.9
CCCCOc1ccccc1C1NC(=O)NC(C)=C1C(=O)OCCOC (configuration not stated)	2.8	-1.3	-0.3	5.8	0.8	-1.6	-3.0	0.6	0.5	5.2
O=S1(=O)CC(N2CCN(Cc3ccccc3F)CC2)CN1Cc1cn(Cc2ccc(C(F)(F)F)cc2)nn1 (configuration not stated)	3.1	-5.2	0.3	-7.9	-4.3	2.4	-3.5	.	21.0*	7.5
COc1ccc(N(CC(=O)N2CCCCCC2)S(=O)(=O)c2ccc(OC)c(OC)c2)cc1	4.5	1.4	0.6	2.5	7.2	-7.6	4.3	-10.4	0.7	-1.8
COc1ccc(-n2cc(C(=O)c3cc(Cl)ccc3O)cc(C#N)c2=O)cc1	-11.5	-3.5	-2.0	-12.2	-3.7	-9.1	-13.5	-4.9	1.1	11.4
COc1ccc(-c2nc(C)c(C(C)=O)n2O)cc1	6.7	-0.4	-1.6	6.2	1.2	-6.9	3.9	7.0	0.2	1.7

Screening results as filed in PubChem BioAssay.
